# Screening results as filed in PubChem.
# sPLA2-III inh: Blocks human group III sPLA2 activity. inhibition, % at 12.2 µM. AID 743126. QFRET BODIPY PC-A2 liposome hydrolysis, fluorescence. hit rate 0.56% among 370,000. Q9NZ20;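 active = inhibition above mean plus 3 SD of compounds lying within the high and low control bounds, cut at about 19% in these data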;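 note: 0% = median of test compound wells and 100% = no enzyme DMSO wells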
# NR1D1 modulator: Rev-erb alpha (human) modulation; Rev-erbα–FITC-DNA binding, fluorescence polarization, 90 min; activity, % at 10 µM; hit rate 0.79% among 370,000;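 active = activity above about 14%, limit read from the data; passing the limit was not always enough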;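 note: 0% = DMSO wells with 35 nM protein and 100% = DMSO wells with 750 nM protein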
# Target sequence (P20393 whole entry, looked up): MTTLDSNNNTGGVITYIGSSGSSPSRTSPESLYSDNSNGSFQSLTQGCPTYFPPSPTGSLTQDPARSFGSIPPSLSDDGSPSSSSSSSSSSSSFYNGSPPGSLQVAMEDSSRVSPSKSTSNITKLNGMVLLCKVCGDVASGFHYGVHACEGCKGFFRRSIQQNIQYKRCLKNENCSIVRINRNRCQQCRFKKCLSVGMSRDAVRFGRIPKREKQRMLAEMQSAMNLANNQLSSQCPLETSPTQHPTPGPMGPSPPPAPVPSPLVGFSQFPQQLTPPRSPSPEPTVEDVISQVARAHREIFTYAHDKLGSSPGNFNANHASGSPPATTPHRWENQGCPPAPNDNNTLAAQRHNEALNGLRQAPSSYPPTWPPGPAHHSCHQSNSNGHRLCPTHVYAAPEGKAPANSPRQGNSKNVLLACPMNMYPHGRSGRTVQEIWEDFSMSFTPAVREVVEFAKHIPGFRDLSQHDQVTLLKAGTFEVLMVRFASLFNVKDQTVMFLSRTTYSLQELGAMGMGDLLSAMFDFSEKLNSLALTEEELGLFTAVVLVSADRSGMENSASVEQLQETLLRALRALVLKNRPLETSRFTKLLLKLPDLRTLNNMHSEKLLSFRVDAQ
# Tn7 DDE FP: inhibitors of Tn7 peptide binding to human fibrin DD(E); inhibition, % at 8.3 µM; AID 720508; FP displacement of FITC-Tn7 peptide from fibrin DD(E); 0% = median of compound wells per plate; hit rate 0.13% among 370,000; P02675;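 active = inhibition above the mean of compounds falling within the control limits plus 3 SD of them, cut at about 14% in these data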;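 note: 0% = plate median of compound wells and 100% = 10 µM Aha-Tn7 peptide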
# Target sequence (P02675 whole entry, looked up): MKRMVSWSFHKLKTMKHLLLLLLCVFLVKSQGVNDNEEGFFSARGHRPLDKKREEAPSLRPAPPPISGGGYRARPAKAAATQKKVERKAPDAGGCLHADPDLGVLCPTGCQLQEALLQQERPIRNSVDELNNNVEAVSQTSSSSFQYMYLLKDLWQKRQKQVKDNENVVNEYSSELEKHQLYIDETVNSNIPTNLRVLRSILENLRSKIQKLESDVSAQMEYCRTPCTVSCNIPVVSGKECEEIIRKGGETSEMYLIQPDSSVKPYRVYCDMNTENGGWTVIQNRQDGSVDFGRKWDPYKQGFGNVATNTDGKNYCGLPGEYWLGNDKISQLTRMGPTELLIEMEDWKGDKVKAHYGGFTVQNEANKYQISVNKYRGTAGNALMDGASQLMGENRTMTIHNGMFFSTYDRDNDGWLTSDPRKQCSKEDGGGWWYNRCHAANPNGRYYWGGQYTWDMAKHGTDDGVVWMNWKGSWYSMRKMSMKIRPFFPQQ
#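 Test system – human fibrin DD(E) · Times – 10 min preincubation, 3 h with tracer, room temperature · Detection – fluorescence polarization of the labelled Tn7 tracer · Measure – percent inhibition normalized to high-control wells · Benchmarks – high control wells with 10 µM unlabelled Aha-Tn7 peptide (full inhibition) · Repeats – singlicate testing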
# ARFGAP1 inh: inhibitors of rat ARFGAP1; Arfgap1-stimulated ARF1 GTP hydrolysis, GDP FP detection; inhibition, % at 16.5 µM; hit rate 0.26% among 360,000;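 active = inhibition above a per-plate limit, mean inhibition of low control wells plus 3 SD, cut at about 25% in these data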;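 note: 0% = DMSO wells with enzyme and 100% = wells lacking Arfgap1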
#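 System: truncated rat Arfgap1 GAP domain / Benchmarks: high control wells lacking Arfgap1, low control full reaction with DMSO / Times: compound-enzyme preincubation 20 min, reaction 120 min, detection 60 min, 25 °C / Repeats: one replicate per compound / Also added: human ARF1(Δ1-17)-GTP substrate / Measured by: Tracer-displacement fluorescence polarization with EDTA stop, 620/688 nm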
# PLCb3 inh: PLC-beta3 (human) inhibition, primary screen; Purified PLC-beta3, fluorogenic substrate, fluorescence; inhibition, % at 12.2 µM; Q01970; AID 720704; hit rate 0.18% among 370,000; in the data active = inhibition above about 11%;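 note: 0% = median of compound wells on plate and 100% = full blocker control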
# ASAP1 inh: inhibitors of human ASAP1 ArfGAP activity; inhibition, % at 16.5 µM; Q9ULH1; hit rate 0.19% among 360,000; ASAP1-stimulated ARF1 GTP hydrolysis, GDP FP detection; AID 624377; in the data active = inhibition above about 25%;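 note: 0% = vehicle with enzyme and substrate and 100% = no enzyme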
# UHRF1 MBD2 ctr: human UHRF1 methylated DNA binding inhibitors; Q96T88; UHRF1 binding to methylated oligo, TR-FRET; inhibition, % at 4.4 µM; hit rate 0.75% among 370,000; AID 687016; in the data active = inhibition above about 21%;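 note: UHRF1 SRA domain binding a hemimethylated CpG hairpin DNA probe; 0% = median of test compound wells and 100% = reference inhibitor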
# proKLK7 act: proKLK7 (human) activation, primary screen | P49862 | purified proKLK7, EDANS-DABCYL substrate fluorescence; 100% is mature enzyme control, 0% vehicle | activation, % at 7 µM | hit rate 0.9% among 370,000 | AID 652039;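 active = activation above the mean of all tested compounds plus 3 SD, computed per campaign excluding outliers beyond control limits, cut at about 13% in these data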
# PLCg1 inh: PLC-gamma1 (human) inhibition, primary screen | P19174 | purified PLC-gamma1, fluorogenic substrate, fluorescence | inhibition, % at 12.2 µM | hit rate 0.84% among 370,000 | AID 720700; in the data active = inhibition above about 9.5%
# Tn6 DDE FP: DD(E)-Tn6 binding inhibition, primary FP screen. P02675. Fibrin DD(E) TRITC-Tn6 fluorescence polarization displacement. inhibition, % at 8.3 µM. hit rate 0.21% among 370,000;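 active = inhibition above a per-campaign cutoff: mean of compounds within control limits plus 3 SD, cut at about 15% in these data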;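 note: 0% = median of all compound wells on the plate and 100% = blocking peptide control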
# Active calls of the source: *; i = inactive.
1) COc1ccc(C(=O)NCCCn2nc(C)cc2C)cc1S(=O)(=O)N1CCOCC1
2) CCOc1ccc(N2CC(=O)N/C2=N\c2nc(C)cc(C)n2)cc1
3) COc1ccc(OCC(O)CNC2CCCC2)cc1 (stereo not given)
4) COc1ccc(CN(CC(=O)NC2CCCC2)C(=O)CCC(=O)Nc2nccs2)cc1
5) CCOC(=O)c1ccc(NC(=O)CCNc2c(N3CCCC3)c(=O)c2=O)cc1
6) CCC(C)(C)n1nnnc1C(c1ccc(C)cc1)N1CCN(C(=O)c2ccco2)CC1 (stereo not given)
7) COc1ccc2nc(N3C(=O)/C(=C/c4ccc(Cl)cc4)NC3=S)sc2c1
8) COc1cc(CN(C)Cc2nc3cc(C(F)(F)F)ccc3c(=O)[nH]2)ccc1OC(F)F
screen / no.,1,2,3,4,5,6,7,8
sPLA2-III inh,-2,2,-1,0,6,-5,7,0
NR1D1 modulator,6,-2,-3,-4,-1,-2,-9,-1
Tn7 DDE FP,-10,0,-2,3,1,7,-2,4
ARFGAP1 inh,1,6,4,10,-3,-1,3,2
PLCb3 inh,-6,6,-3,3,1,6,-5,-4
ASAP1 inh,-1,18,-5,3,-8,6,6,6
UHRF1 MBD2 ctr,-1,1,-2,4,0,-1,-2,2
proKLK7 act,0.2,-0.2,-0.7,-0.6,-0.6,0.2,0.4,0.4
PLCg1 inh,-2,2,1,4,-3,1,-8,-2
Tn6 DDE FP,0,1,3,-4,0,-3,5,5

9) COc1ccc(CCNC2=NCC(C)S2)cc1 (stereo not given)
10) CCCNCc1cc(OC)c(OCC(=O)Nc2ccccc2)cc1Br
11) COc1ccc(-c2nn(-c3ccccc3)cc2C(=O)NC2CCC(C)CC2)cc1 (stereo not given)
12) CCNC(=O)/C(C#N)=C/c1c(N2CC(C)OC(C)C2)nc2ccccn2c1=O (stereo not given)
13) CCn1c(SCC(=O)Nc2nc3ccccc3s2)nc2c(c1=O)SC(C)C2 (stereo not given)
14) O=C(CC1NCCc2ccccc21)Nc1ccccc1 (stereo not given)
15) CCCCNc1c([N+](=O)[O-])c(=O)n(C)c2ccccc12
16) Cc1cc(C(=O)N2CCN(Cc3ccc4c(c3)OCO4)CC2)cs1
screen / no.,9,10,11,12,13,14,15,16
sPLA2-III inh,6,-4,0,12,-8,-1,16,2
NR1D1 modulator,1,0,14,1,-1,-1,-6,0
Tn7 DDE FP,4,-9,-7,3,-2,-2,-1,1
ARFGAP1 inh,2,6,1,-6,-11,7,15,8
PLCb3 inh,2,0,-4,-109,8,-2,0,6
ASAP1 inh,-11,0,-11,49*,-4,9,3,16
UHRF1 MBD2 ctr,3,-1,-1,0,-2,-1,3,10
proKLK7 act,0.2,0.3,0.1,3.4,-0.3,0.3,-0.2,-0.2
PLCg1 inh,2,5,2,-100,2,3,0,1
Tn6 DDE FP,-5,4,11,-2,-4,-4,7,2

17) C/C=C(/C)C(=O)O[C@H]1[C@@H](O)c2c(ccc3ccc(=O)oc23)OC1(C)C
18) CCOc1ccc(N2C(=O)CC(NCc3ccc(S(N)(=O)=O)cc3)C2=O)cc1 (stereo not given)
19) CS(=O)(=O)c1ccc2nc(NC(=O)CCC(=O)c3cccs3)sc2c1
20) COc1cc(/C=N/NC(=S)Nc2cccc(S(=O)(=O)N(C)C)c2)cc(OC)c1O
21) CN1CCC(NC(=O)CCc2ccccc2)CC1
22) CN(CC(=O)Nc1cccc(F)c1)C(=O)CCNC(=O)c1ccco1
23) CCOC(=O)C1CCN(S(=O)(=O)c2ccc(OC)c(OC)c2)CC1
24) CCOC(=O)C1CCN(C(=O)c2cc3cc4cc(OC)ccc4nc3o2)CC1
screen / no.,17,18,19,20,21,22,23,24
sPLA2-III inh,7,-2,-9,7,6,8,3,-4
NR1D1 modulator,-7,2,0,-4,4,-1,4,3
Tn7 DDE FP,5,1,2,-9,14*,6,0,4
ARFGAP1 inh,-4,-1,2,-10,-3,0,-3,0
PLCb3 inh,-33,-4,-38,-3,-3,-6,1,-271
ASAP1 inh,-17,-7,9,2,3,-10,8,-7
UHRF1 MBD2 ctr,1,2,7,0,-2,3,5,8
proKLK7 act,1.6,-0.1,0.8,-0.9,-0.1,-0.4,-0.1,-7.1
PLCg1 inh,-19,3,-29,2,-5,-3,2,-229
Tn6 DDE FP,2,-12,0,3,-1,-6,-4,2

25) CC(OC(=O)c1ccc(NC(=O)CC#N)cc1)C(=O)Nc1ccc(S(=O)(=O)N2CCCC2)cc1 (stereo not given)
26) Cc1nc(C)c(C(=O)C2=C(O)C(=O)N(CCN(C)C)C2c2ccco2)s1 (stereo not given)
27) COCCN(C(=O)COC(=O)Cc1ccc(Cl)cc1Cl)c1c(N)n(Cc2ccccc2)c(=O)[nH]c1=O
28) COCC(C)NC(=O)c1cc(-c2cccc(OC)c2)on1 (stereo not given)
29) CCOc1ccc(N(C)S(=O)(=O)c2c[nH]c(C(=O)OC)c2)cc1
30) CC1(C)OC(=O)C(=C2CCCN2)C(=O)O1
31) COc1ccc(CCNC(=O)C(=O)NCC2OCCN2C(=O)c2ccc(Cl)cc2)cc1 (stereo not given)
32) CCSc1nc2c(c(=O)[nH]1)C(c1cccnc1)C(C(=O)OC)=C(C)N2 (stereo not given)
screen / no.,25,26,27,28,29,30,31,32
sPLA2-III inh,-53,8,-6,-3,-12,-3,9,8
NR1D1 modulator,6,-5,5,-5,0,-1,5,-4
Tn7 DDE FP,-4,-2,2,-4,5,-7,0,-3
ARFGAP1 inh,4,0,-8,6,-3,5,5,6
PLCb3 inh,-29,-7,-8,3,-1,2,-4,-1
ASAP1 inh,-10,-1,-12,7,1,-2,12,3
UHRF1 MBD2 ctr,2,1,4,-4,13,5,1,-2
proKLK7 act,0.0,0.3,0.2,-0.1,-0.1,1.0,0.0,-0.6
PLCg1 inh,-18,-1,0,0,2,7,3,2
Tn6 DDE FP,-1,2,1,1,-4,-2,1,-5

33) Cc1cc(OCn2ccc(C(=O)O)n2)ccc1Cl
34) CCCCC(=O)Nc1ccc(NC(=O)CCCC)nc1
35) CCN1CCN(C(=O)CS(=O)(=O)Cc2nc(-c3cccc(OC)c3)oc2C)CC1
36) O=C(N/N=C/c1ccc(N2CCOCC2)c([N+](=O)[O-])c1)c1ccc(F)cc1
37) CC1=CC(=O)O[C@@H]1[C@@]1(C)C[C@H]2OC(=O)C[C@H]3[C@@H](C)C(=O)C(O)=C1[C@@]23CO
38) CCCCN(C(=O)C1=CC=CN2CCS(=O)(=O)N=C12)c1ccccc1
39) COc1ccccc1CNC(=O)CNC(=O)[C@@H]1Cc2ccccc2CN1
40) c1ccc(-c2noc(CN3CCCC(OCc4ccccn4)C3)n2)cc1 (stereo not given)
screen / no.,33,34,35,36,37,38,39,40
sPLA2-III inh,13,-1,-2,5,-1,17,4,1
NR1D1 modulator,-4,-1,1,3,0,-4,-3,0
Tn7 DDE FP,0,1,3,2,2,-4,4,9
ARFGAP1 inh,-4,-5,-2,-3,7,1,-7,-9
PLCb3 inh,0,1,-9,0,4,-2,-4,-6
ASAP1 inh,-2,-8,-6,1,-1,8,4,-4
UHRF1 MBD2 ctr,5,-3,0,-3,2,2,5,-1
proKLK7 act,-0.2,0.9,0.1,0.1,0.4,-0.2,1.0,0.2
PLCg1 inh,-1,-2,3,0,4,-1,0,1
Tn6 DDE FP,10,1,-7,2,2,7,3,3

# Arranged by the number under proKLK7 act (lowest first): some entries from above.
no.	Molecule	sPLA2-III inh	NR1D1 modulator	ARFGAP1 inh	PLCb3 inh	ASAP1 inh	UHRF1 MBD2 ctr	proKLK7 act	PLCg1 inh	Tn6 DDE FP
38	CCCCN(C(=O)C1=CC=CN2CCS(=O)(=O)N=C12)c1ccccc1	17	-4	1	-2	8	2	-0.2	-1	7
36	O=C(N/N=C/c1ccc(N2CCOCC2)c([N+](=O)[O-])c1)c1ccc(F)cc1	5	3	-3	0	1	-3	0.1	0	2
37	CC1=CC(=O)O[C@@H]1[C@@]1(C)C[C@H]2OC(=O)C[C@H]3[C@@H](C)C(=O)C(O)=C1[C@@]23CO	-1	0	7	4	-1	2	0.4	4	2

# Further structures:
41) COc1ccc(CCNC(=O)COc2ccc(S(=O)(=O)N3CCOCC3)cc2)cc1
42) CC(NC(=O)C(C)N1C(=O)C2C3CC(C(Br)C3Br)C2C1=O)c1ccccc1 (stereo not given)
43) CC(=O)N(C)c1nnc(-c2ccccn2)s1
44) CC[C@H](C)[C@@H](N)C(=O)NC[C@H]1O[C@@H](n2cnc3c(=O)[nH]c(N)nc32)[C@H](O)[C@@H]1O
45) Cc1nc2ncnn2c(C)c1Cc1ccc(Cl)cc1F
46) O=S(=O)(NCCn1cccc1)c1ccc2ccccc2c1
47) O=C(Cc1cccc(NC(=O)C2CCCN(C(=O)C3CC3)C2)c1)Nc1cccc(C(=O)N2CCCC2)c1 (stereo not given)
48) CCC1CCCCN1Cc1c(O)ccc2c(=O)c(-c3ccccc3OC)coc12 (stereo not given)
screen / no.,41,42,43,44,45,46,47,48
sPLA2-III inh,-4,-7,4,3,1,-41,-2,-1
NR1D1 modulator,0,-1,-3,2,1,2,-1,-7
Tn7 DDE FP,-1,-8,-1,-1,5,-9,5,0
ARFGAP1 inh,0,3,-6,-5,-9,1,9,-17
PLCb3 inh,5,4,-3,4,-2,-1,0,i
ASAP1 inh,-8,1,-3,3,-9,-7,-3,-1
UHRF1 MBD2 ctr,3,-1,3,-1,3,0,-4,-1
proKLK7 act,0.0,-0.3,1.9,0.2,0.9,0.1,0.6,35*
PLCg1 inh,5,5,-1,3,0,-1,0,i
Tn6 DDE FP,-8,0,-1,-3,3,0,3,5

# Retrieved by structure from the list above, 3 records:
47) O=C(Cc1cccc(NC(=O)C2CCCN(C(=O)C3CC3)C2)c1)Nc1cccc(C(=O)N2CCCC2)c1 (stereo not given)
44) CC[C@H](C)[C@@H](N)C(=O)NC[C@H]1O[C@@H](n2cnc3c(=O)[nH]c(N)nc32)[C@H](O)[C@@H]1O
41) COc1ccc(CCNC(=O)COc2ccc(S(=O)(=O)N3CCOCC3)cc2)cc1
screen / no.,47,44,41
sPLA2-III inh,-2,3,-4
NR1D1 modulator,-1,2,0
Tn7 DDE FP,5,-1,-1
ARFGAP1 inh,9,-5,0
PLCb3 inh,0,4,5
ASAP1 inh,-3,3,-8
UHRF1 MBD2 ctr,-4,-1,3
proKLK7 act,0.6,0.2,0.0
PLCg1 inh,0,3,5
Tn6 DDE FP,3,-3,-8

# (listing goes on)
49) CCOC(=O)c1[nH]c(C)c(/C=N/O)c1C
50) COc1ccc(-c2c(C(=O)c3ccc(Br)cc3)[nH]c(N)c2C(=O)c2ccccc2)cc1OC
51) COc1ccc(/C=C2\CCc3ccccc3C2=O)cc1OC
52) Cc1ccc(-n2c(SCC(=O)NCCN3C(=O)CSC3=O)nnc2-c2ccccc2F)cc1
screen / no.,49,50,51,52
sPLA2-III inh,9,7,-12,-20
NR1D1 modulator,3,-1,0,-3
Tn7 DDE FP,2,-2,-6,9
ARFGAP1 inh,-4,1,4,4
PLCb3 inh,9,-4,-73,2
ASAP1 inh,7,-1,7,2
UHRF1 MBD2 ctr,1,0,1,3
proKLK7 act,0.1,-0.2,0.7,-0.9
PLCg1 inh,1,-4,-49,2
Tn6 DDE FP,-3,-10,1,4
